GPR35 arrestin U2OS – GPR35 antagonists blocking zaprinast-driven arrestin recruitment, primary screen, imaging, U2OS, beta-arrestin-GFP, zaprinast agonist (AID 2058) | G-protein coupled receptor 35 (Homo sapiens) | U2OS GPR35 beta-arrestin-GFP translocation imaging, zaprinast antagonism; higher % means a stronger effect | actives 0.052% (n = 290,000) | inhibition, % at 10 µM; hits with a dose series show IC50 in µM;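 active = inhibition of at least 50% with at least 30 cells and total cytoplasm GFP at most 10,000,000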
KOR beta-arrestin-1 – KOR antagonists, beta-arrestin recruitment, cell-based, luminescence, uHTS (AID 1778) | KOR beta-arrestin recruitment, luminescence, antagonist mode; higher % means a stronger effect | inhibition, % at 10 µM; hits with a dose series show IC50 in µM | actives 0.091% (n = 290,000); in the data active = inhibition above about 50%; also: strong numbers were not always called active
West Nile antiviral – West Nile virus antiviral activity, cell-based, CPE readout (AID 1621); West Nile virus-infected cells, CPE inhibition; higher % means a stronger effect; CPE inhibition, % at 10 µM, or IC50 in µM where a hit was titrated; actives 0.02% (n = 290,000); in the data active = a potency from the dose series; also: strong numbers were not always called active
GPR55 beta-arrestin – GPR55 agonists via beta-arrestin recruitment, primary screen, imaging, U2OS cells, beta-arrestin-GFP redistribution (AID 1961) | U2OS GPR55 beta-arrestin-GFP redistribution imaging; higher % means a stronger effect | G-protein coupled receptor 55 (Homo sapiens) | actives 0.048% (n = 290,000) | one-dose activation, % at 10 µM; EC50 in µM for titrated hits;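 active = activation above 40% with more than 50 cells counted in the well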;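 also: U2OS osteosarcoma cells stably expressing GPR55 and beta-arrestin-GFP; plate controls were DMSO negative control for no effect and LPI positive control for full effect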
KOR beta-arrestin-2 – KOR agonists, beta-arrestin recruitment, primary screen, cell-based, luminescence, uHTS (AID 1777); KOR beta-arrestin recruitment, luminescence; higher % means a stronger effect; actives 0.02% (n = 280,000); one-dose activation, % at 10 µM; EC50 in µM for titrated hits; Kappa-type opioid receptor (Homo sapiens); in the data active = activation above about 50%, passing the limit was not always enough; also: a part of the inactive calls stands beside numbers as strong as those of hits
GPR55 LPI antagonism – GPR55 antagonists blocking LPI-driven arrestin recruitment, primary screen, imaging, U2OS, beta-arrestin-GFP, LPI agonist (AID 2013) | G-protein coupled receptor 55 (Homo sapiens) | U2OS GPR55 beta-arrestin-GFP translocation imaging, LPI antagonism; higher % means a stronger effect | actives 0.13% (n = 290,000) | one-dose inhibition, % at 10 µM; IC50 in µM for titrated hits;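 active = spots per cell inhibited over 60%, with over 100 cells counted and total cytoplasm intensity under 500,000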;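 also: U2OS cells stably carrying GPR55 and arrestin-GFP stimulated by 5 µM LPI near EC80; imaged beta-arrestin-GFP aggregate spots per cell after agonist stimulation; plate controls were LPI-stimulated DMSO wells for no effect and DMSO wells without LPI for full effect; some results filed as inactive read as strong as hits; confirmed hits need IC50 under 10 µM and bright autofluorescent wells are also inconclusive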
Dengue-2 NS5 capping – Dengue-2 NS5 methyltransferase inhibitors, primary screen, biochemical, confirmation dose response (AID 588689) | Genome polyprotein (Dengue virus type 2 (strain 16681-PDK53)) | inhibition, % at 25 µM; hits with a dose series show IC50 in µM | actives 0.3% (n = 340,000) | Dengue-2 NS5 methyltransferase capping enzyme assay, biochemical; higher % means a stronger effect; in the data active = a potency from the dose series
NOD1 NF-kB reporter – NOD1 signaling inhibitors, primary screen, cell-based, luminescence, uHTS (AID 1578); inhibition, % at 4 µM, or EC50 in µM where a hit was titrated; NOD1-driven NF-kB luciferase reporter cells, luminescence; higher % means a stronger effect; actives 1% (n = 290,000); in the data active = inhibition mostly above about 36%, no sharp cut-off; inactive = mostly below about 34%;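 also: HEK-293T reporter cells stimulated with the NOD1 agonist gamma-tri-DAP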
HIV peptide binding – inhibitors of HIV fusion peptide binding, primary screen, biochemical, uHTS, fluorescence dequenching (AID 1986). cell-free peptide binding, fluorescence dequenching, 30 min; higher % means a stronger effect. one-dose inhibition, % at 20 µM; IC50 in µM for titrated hits. actives 0.3% (n = 290,000); in the data active = inhibition mostly above about 52%, no sharp cut-off; inactive = mostly below about 76%; also: some results filed as inactive read as strong as hits
Dengue-2 NS5 capping pilot replicate – also measured in Dengue-2 NS5 capping; calls as there; inhibition, %; measured here: pilot screen replicate inhibition
* marks the source's active call; other numbers are inactive results; . = no result given; [ ] = remark or other dose. The list is partial, so the mix of outcomes need not match the whole.

A first look:
SMILES	GPR35 arrestin U2OS	KOR beta-arrestin-1	West Nile antiviral	GPR55 beta-arrestin	KOR beta-arrestin-2	GPR55 LPI antagonism	Dengue-2 NS5 capping	NOD1 NF-kB reporter	HIV peptide binding	others
CC(C)Cn1c(N)c(C(=O)COC(=O)CN2C(=O)C3CC=CCC3C2=O)c(=O)n(C)c1=O (centres undefined)	-21%	-52%	.	0.3%	7.4%	4%	-15%	9%	-0.7%
COc1ccc(C(NC(=O)c2ccco2)c2ccc(OC)c(OC)c2)cc1OC	11%	-1%	-0.3%	-0.2%	-7.2%	3%	-1%	-19%	-2.8%

Results (from the top)
SMILES	GPR35 arrestin U2OS	KOR beta-arrestin-1	West Nile antiviral	GPR55 beta-arrestin	KOR beta-arrestin-2	GPR55 LPI antagonism	Dengue-2 NS5 capping	NOD1 NF-kB reporter	HIV peptide binding	others
CC(C)Cn1c(N)c(C(=O)COC(=O)CN2C(=O)C3CC=CCC3C2=O)c(=O)n(C)c1=O (centres undefined)	-21%	-52%	.	0.3%	7.4%	4%	-15%	9%	-0.7%
COc1ccc(C(NC(=O)c2ccco2)c2ccc(OC)c(OC)c2)cc1OC	11%	-1%	-0.3%	-0.2%	-7.2%	3%	-1%	-19%	-2.8%
COc1ccccc1-c1nc(-c2ccncc2)no1	2%	18%	1.1%	-0.1%	-2.5%	2%	-2%	34%	0.3%	Dengue-2 NS5 capping pilot replicate=-2.7
O=C(c1ccc(Br)cc1)N1CCCC1	-5%	26%	1.0%	1.3%	-5.3%	0%	-8%	-14%	0.7%
Cc1ccnc(NS(=O)(=O)c2ccc(NC(=O)c3cc(-c4ccccc4)nc4ccccc34)cc2)n1	-18%	31%	-0.2%	0.0%	-3.2%	5%	-2%	-10%	27%
COC(=O)N/N=C/c1ccc([N+](=O)[O-])o1	-6%	-4%	-1.8%	0.5%	-2.1%	11%	-15%	-5%	24%
O=C(NCCN1C(=O)S/C(=C\c2ccc(Cl)c(Cl)c2)C1=O)c1cnccn1	0%	-19%	-0.9%	1.2%	-3.4%	0%	-3%	16%	2.1%
COc1cccc2cc(C(=O)Nc3cccc(C)n3)c(=O)oc12	17%	17%	.	-0.3%	-12%	-2%	1%	-60%	12%
C/C(=N\NC(=O)OC(C)(C)C)c1ccccc1Br	10%	-19%[20 µM]	-0.5%	0.3%	-3.7%	0%	-2%	-14%	-0.5%
COCCCNC(=O)CC1Oc2ccccc2NC1=O (centres undefined)	-2%	21%	1.4%	-0.3%	-3.9%	6%	-2%	-16%	-0.8%
CCN1C(=O)CC(NC2CCN(C(=O)c3ccc(F)cc3)CC2)C1=O (centres undefined)	-2%	3%	0.3%	-0.1%	0.2%	10%	-2%	-22%	-1.1%
C=CCn1c(CCc2ccccc2)nnc1SCC(N)=O	10%	11%	0.4%	-0.2%	-0.1%	2%	-1%	-27%	-0.7%	Dengue-2 NS5 capping pilot replicate=0.6
CCCCc1nc2cc(C(=O)NC3CCOC(C)(C)C3)ccc2o1 (centres undefined)	-1%	-3%	-0.1%	1.1%	0.6%	6%	4%	-23%	-1.0%
CCOC(=O)c1ccc(-n2c(C)nc3c(cnn3-c3ccc(Cl)cc3)c2=O)cc1	6%	8%	-1.0%	-0.1%	2.2%	1%	1%	12%	-1.3%
CCCNC(=O)Cn1c(=O)n(C)c2ccccc21	-2%	.	-0.1%	-0.1%	.	-15%	-2%	6%	-0.6%
Cc1ccc(S(=O)(=O)NC(=O)c2cc(C)n(-c3cc(S(=O)(=O)N4CCOCC4)ccc3N3CCCC3)c2C)cc1	-7%	28%	-0.2%	-0.1%	0.9%	-1%	-5%	14%	7.6%
CC1=NN(/C(=N\c2nnc(C)s2)Nc2ccccc2)[C@H](c2ccc(C)cc2)S1	14%	15%	-1.3%	0.3%	-1.1%	16%	-10%	-43%	1.9%
Cc1ccc(-c2nc(CS(=O)(=O)CC(=O)N3CC(C)CC(C)C3)c(C)o2)cc1 (centres undefined)	-7%	-51%	-0.7%	-0.2%	-1.6%	5%	-6%	49%	-2.8%
O=[N+]([O-])c1ccc(OCc2cnc(Cl)s2)cc1	-11%	-16%[20 µM]	-0.6%	0.1%	-0.5%	10%	-11%	-18%	-0.9%
CC(C)c1ccc(OCC(O)CNC(C)c2ccccc2)cc1 (centres undefined)	-6%	-3%	-0.5%	0.0%	2.8%	2%	-10%	-7%	1.0%
Cc1cc(-c2ccc(N3CCOCC3)cc2)nc2ccccc12	27%	-28%	1.0%	-0.2%	-3.0%	4%	-4%	-29%	-0.6%
CC(C)Cc1nnc(NC(=O)Cc2ccccc2[N+](=O)[O-])s1	5%	-7%	-0.4%	0.2%	0.5%	-3%	-2%	-28%	2.5%
COc1ccc([N+](=O)[O-])cc1NC(=O)C(C)Sc1ccccc1 (centres undefined)	2%	-7%	-0.7%	-0.2%	-3.4%	3%	-4%	-24%	0.3%
Cc1cc(N2CCN(c3ccccc3Cl)CC2)n2cc(-c3ccccc3)nc2n1	-6%	12%	-0.2%	-0.4%	-4.9%	8%	-4%	-23%	-2.8%
O=C(CN1C(=O)NC2(CCCCC2)C1=O)NCCC1=CCCCC1	3%	-11%	-0.3%	-0.1%	7.4%	-1%	1%	-8%	-2.5%
COc1ccc2c(c1)c(C(=O)CN1CCc3ccccc3C1)c(C)n2C	1%	15%	-0.5%	-0.1%	-2.3%	20%	-1%	-9%	-1.7%

14 entries already listed, ordered by SMILES length, ascending.
SMILES	GPR35 arrestin U2OS	KOR beta-arrestin-1	West Nile antiviral	GPR55 beta-arrestin	KOR beta-arrestin-2	GPR55 LPI antagonism	Dengue-2 NS5 capping	NOD1 NF-kB reporter	HIV peptide binding	others
O=C(c1ccc(Br)cc1)N1CCCC1	-5%	26%	1.0%	1.3%	-5.3%	0%	-8%	-14%	0.7%
COc1ccccc1-c1nc(-c2ccncc2)no1	2%	18%	1.1%	-0.1%	-2.5%	2%	-2%	34%	0.3%	Dengue-2 NS5 capping pilot replicate=-2.7
C=CCn1c(CCc2ccccc2)nnc1SCC(N)=O	10%	11%	0.4%	-0.2%	-0.1%	2%	-1%	-27%	-0.7%	Dengue-2 NS5 capping pilot replicate=0.6
C/C(=N\NC(=O)OC(C)(C)C)c1ccccc1Br	10%	-19%[20 µM]	-0.5%	0.3%	-3.7%	0%	-2%	-14%	-0.5%
CC(C)c1ccc(OCC(O)CNC(C)c2ccccc2)cc1 (centres undefined)	-6%	-3%	-0.5%	0.0%	2.8%	2%	-10%	-7%	1.0%
Cc1cc(-c2ccc(N3CCOCC3)cc2)nc2ccccc12	27%	-28%	1.0%	-0.2%	-3.0%	4%	-4%	-29%	-0.6%
O=C(CN1C(=O)NC2(CCCCC2)C1=O)NCCC1=CCCCC1	3%	-11%	-0.3%	-0.1%	7.4%	-1%	1%	-8%	-2.5%
CCN1C(=O)CC(NC2CCN(C(=O)c3ccc(F)cc3)CC2)C1=O (centres undefined)	-2%	3%	0.3%	-0.1%	0.2%	10%	-2%	-22%	-1.1%
COc1ccc(C(NC(=O)c2ccco2)c2ccc(OC)c(OC)c2)cc1OC	11%	-1%	-0.3%	-0.2%	-7.2%	3%	-1%	-19%	-2.8%
O=C(NCCN1C(=O)S/C(=C\c2ccc(Cl)c(Cl)c2)C1=O)c1cnccn1	0%	-19%	-0.9%	1.2%	-3.4%	0%	-3%	16%	2.1%
CCOC(=O)c1ccc(-n2c(C)nc3c(cnn3-c3ccc(Cl)cc3)c2=O)cc1	6%	8%	-1.0%	-0.1%	2.2%	1%	1%	12%	-1.3%
CC1=NN(/C(=N\c2nnc(C)s2)Nc2ccccc2)[C@H](c2ccc(C)cc2)S1	14%	15%	-1.3%	0.3%	-1.1%	16%	-10%	-43%	1.9%
CC(C)Cn1c(N)c(C(=O)COC(=O)CN2C(=O)C3CC=CCC3C2=O)c(=O)n(C)c1=O (centres undefined)	-21%	-52%	.	0.3%	7.4%	4%	-15%	9%	-0.7%
Cc1ccc(S(=O)(=O)NC(=O)c2cc(C)n(-c3cc(S(=O)(=O)N4CCOCC4)ccc3N3CCCC3)c2C)cc1	-7%	28%	-0.2%	-0.1%	0.9%	-1%	-5%	14%	7.6%

Screens from PubChem.
